Screening data (PubChem BioAssay)
ADAM17 inh: inhibits human ADAM17; recombinant ADAM17, EDANS/DABCYL FRET peptide cleavage; inhibition, % at 6.95 µM; P78536; 0.83% of 370,000 active; AID 720648;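 active = inhibition above the mean of compounds lying between control limits plus 3 SD, set per campaign, cut at about 8.5% in these data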;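 also: 0% = DMSO-only wells as the low control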
UHRF1 MBD2 ctr: blocks human UHRF1 binding to methylated DNA | Q96T88 | UHRF1 binding to methylated oligo, TR-FRET | inhibition, % at 4.4 µM | 0.75% of 370,000 active | AID 687016; in the data active = inhibition above about 21%;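 also: UHRF1 SRA domain binding a hemimethylated CpG hairpin DNA probe; 0% = median of test compound wells and 100% = reference inhibitor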
Target sequence (Q96T88 whole entry, looked up, the tested form may be a part): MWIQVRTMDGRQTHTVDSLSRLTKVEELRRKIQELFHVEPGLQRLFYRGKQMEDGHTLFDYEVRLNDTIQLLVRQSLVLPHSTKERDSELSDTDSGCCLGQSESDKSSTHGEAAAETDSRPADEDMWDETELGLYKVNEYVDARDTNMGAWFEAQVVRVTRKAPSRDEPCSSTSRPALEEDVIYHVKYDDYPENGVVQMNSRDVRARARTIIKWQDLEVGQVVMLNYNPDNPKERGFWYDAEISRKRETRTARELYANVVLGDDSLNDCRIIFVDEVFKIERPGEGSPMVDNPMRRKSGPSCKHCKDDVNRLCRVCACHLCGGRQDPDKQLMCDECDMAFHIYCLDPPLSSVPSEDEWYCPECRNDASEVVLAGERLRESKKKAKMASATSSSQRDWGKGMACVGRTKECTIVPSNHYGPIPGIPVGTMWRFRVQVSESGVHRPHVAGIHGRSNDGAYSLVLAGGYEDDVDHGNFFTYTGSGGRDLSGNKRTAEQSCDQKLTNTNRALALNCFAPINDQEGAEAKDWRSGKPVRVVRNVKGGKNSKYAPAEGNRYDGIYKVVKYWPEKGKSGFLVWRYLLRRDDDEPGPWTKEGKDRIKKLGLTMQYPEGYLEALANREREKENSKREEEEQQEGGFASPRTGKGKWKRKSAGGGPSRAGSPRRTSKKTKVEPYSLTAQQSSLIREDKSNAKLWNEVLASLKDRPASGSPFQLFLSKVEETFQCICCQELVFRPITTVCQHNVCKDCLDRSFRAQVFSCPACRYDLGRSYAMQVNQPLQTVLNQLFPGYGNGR
MBD2 DNA inh: inhibitors of human MBD2 binding to methylated oligonucleotide; Q9UBB5; TR-FRET; inhibition, % at 4.4 µM; 0.31% of 370,000 active; in the data active = inhibition above about 13%
ARFGAP1 inhibitor: rat ARFGAP1 inhibition. inhibition, % at 16.5 µM. Arfgap1-stimulated ARF1 GTP hydrolysis, GDP FP detection. 0.26% of 360,000 active. AID 651572;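 active = inhibition above a per-plate limit, mean inhibition of low control wells plus 3 SD, cut at about 25% in these data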;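 also: 0% = DMSO wells with enzyme and 100% = wells lacking Arfgap1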
Target sequence (Q62848 1-136 limits assumed): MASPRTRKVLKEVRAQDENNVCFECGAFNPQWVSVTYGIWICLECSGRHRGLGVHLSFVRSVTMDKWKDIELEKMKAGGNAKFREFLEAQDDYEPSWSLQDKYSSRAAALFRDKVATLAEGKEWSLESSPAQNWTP
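Assay system: Rat Arfgap1 GAP domain (His6, aa 1-136), purified enzyme | Buffer or medium: HEPES 25 mM pH 7.5, NaCl 150 mM, MgCl2, DTT | Schedule: GTP hydrolysis reaction 2 h at 25 °C | Signal: FP of antibody-bound GDP Alexa 633 tracer, ex 620/em 688 nm | Measure: Percent inhibition of Arfgap1-stimulated GTP hydrolysis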
proKLK7 act: proKLK7 (human) activation, primary screen | P49862 | purified proKLK7, EDANS-DABCYL substrate fluorescence; 100% is mature enzyme control, 0% vehicle | activation, % at 7 µM | 0.9% of 370,000 active | AID 652039;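 active = activation above the mean of all tested compounds plus 3 SD, computed per campaign excluding outliers beyond control limits, cut at about 13% in these data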
Tn7 DDE FP: disrupts Tn7 cyclic peptide binding to fibrin D-Dimer-E complex; AID 720508; inhibition, % at 8.3 µM; FP displacement of FITC-Tn7 peptide from fibrin DD(E); 0% = median of compound wells per plate; 0.13% of 370,000 active;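 active = inhibition above the mean of compounds falling within the control limits plus 3 SD of them, cut at about 14% in these data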;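 also: 0% = plate median of compound wells and 100% = 10 µM Aha-Tn7 peptide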
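Assay system: human fibrin DD(E). Input: DD(E) 2 µM final. Medium: Tris buffer with calcium and detergent, pH 7.8. Compound dosing: single point at 8.3 µM. Timing: 10 min plus 3 h, room temperature. Technique: fluorescence polarization of the labelled Tn7 tracer. Read-out: percent inhibition. Replicates: singlicate testing.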
ASAP1 inh: ASAP1 ArfGAP inhibition | inhibition, % at 16.5 µM | 0.19% of 360,000 active | Q9ULH1 | ASAP1-stimulated ARF1 GTP hydrolysis, GDP FP detection; in the data active = inhibition above about 25%;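 also: 0% = vehicle with enzyme and substrate and 100% = no enzyme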
PLC-beta3 inh: PLC-beta3 (human) inhibition, primary screen; Q01970; Purified PLC-beta3, fluorogenic substrate, fluorescence; inhibition, % at 12.2 µM; 0.18% of 370,000 active; in the data active = inhibition above about 11%;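 also: 0% = median of compound wells on plate and 100% = full blocker control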
DDE Tn6 FP inh: disrupts Tn6 cyclic peptide binding to fibrin D-Dimer-E complex | P02675 | Fibrin DD(E) TRITC-Tn6 fluorescence polarization displacement | inhibition, % at 8.3 µM | 0.21% of 370,000 active;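 active = inhibition above a per-campaign cutoff: mean of compounds within control limits plus 3 SD, cut at about 15% in these data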;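 also: 0% = median of all compound wells on the plate and 100% = blocking peptide control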
PLCg1 inh: blocks human PLC-gamma1 enzyme activity. purified PLC-gamma1, fluorogenic substrate, fluorescence. inhibition, % at 12.2 µM. 0.84% of 370,000 active; in the data active = inhibition above about 9.5%
* hit, by the source's call; i = inactive; x = no result given.

SMILES | ADAM17 inh | UHRF1 MBD2 ctr | MBD2 DNA inh | ARFGAP1 inhibitor | proKLK7 act | Tn7 DDE FP | ASAP1 inh | PLC-beta3 inh | DDE Tn6 FP inh | PLCg1 inh
O=C(CCCn1c(=S)[nH]c2ccccc2c1=O)NCc1ccco1 | -4 | -1 | -2 | 2 | 0.1 | 1 | -1 | 4 | -2 | 6
O=c1ccc2cc(S(=O)(=O)Nc3ccc(Br)cc3)ccc2o1 | -2 | 4 | 2 | 3 | -0.3 | 3 | 3 | -1 | -5 | 2
O=[N+]([O-])c1cccc(-c2nc3ccc([N+](=O)[O-])cc3[nH]2)c1 | -2 | -1 | -7 | -2 | -0.4 | 2 | -5 | -5 | 0 | 4
Cc1cc(C)cc(NC(=O)CSc2nnc(CNC(=O)c3ccco3)n2C)c1 | -5 | -1 | 0 | 14 | 0.0 | -5 | -1 | -6 | -10 | 1
C#CCN(C[C@H]1[C@H](OC(=O)NCCCCCC)[C@H](OC(=O)NCCCCCC)C[C@H]2C(=O)N(c3ccccc3)C(=O)[C@@H]12)S(=O)(=O)c1ccc(C)cc1 | -2 | 1 | 0 | -2 | -0.5 | -1 | 0 | 1 | -7 | 0
Cc1sc2ncn(CC(=O)NCCCC(=O)N3CCC(C(N)=O)CC3)c(=O)c2c1C | -2 | 0 | 1 | 8 | 0.8 | 3 | -5 | -3 | -3 | 0
Nn1c(COc2ccccc2F)nnc1SCC(=O)NC1CCCC1 | 2 | -4 | -9 | 1 | 0.2 | 4 | -7 | -6 | 9 | -2
O=C(NCCC(=O)N1CCN(c2ccccc2F)CC1)c1ccco1 | 0 | 2 | 2 | 17 | 0.2 | -5 | 4 | 0 | -2 | -1
O=C(CSc1nc2c(c(C(F)(F)F)n1)CCc1ccccc1-2)NCc1ccccc1 | -3 | -4 | 1 | 13 | -0.1 | -6 | 0 | 0 | -2 | 2
CS(=O)(=O)Nc1ccc(C2=NN(S(=O)(=O)c3ccccc3)C(c3cccs3)C2)cc1 (stereo unspecified) | 2 | 8 | -1 | 12 | -1.4 | -5 | 7 | 0 | -5 | 4
COc1ccccc1CNC(=O)COc1ccc(S(=O)(=O)N2CCOCC2)cc1C | -1 | -1 | -5 | 4 | -0.2 | 10 | 5 | -7 | -2 | -1
O=C(Nc1nc(-c2cccc3ccccc23)cs1)c1cnccn1 | 2 | -1 | -1 | 14 | 0.4 | -2 | 22 | -6 | -9 | -6
CCOC(=O)c1c(NC(=O)CN2CCOCC2)sc2c1CCCC2 | -5 | 0 | 1 | -2 | 0.1 | 2 | -5 | 2 | -7 | -3
CCOC(=O)c1sc2nc(N3CCOCC3)c3c(c2c1N)CCC3 | i | 1 | 0 | 10 | -70 | -6 | 3 | i | -9 | i
COc1ccccc1Nc1nc(N)nc(CN2CCN(Cc3ccccc3)CC2)n1 | -3 | -2 | -6 | 6 | -0.3 | 1 | 9 | -1 | 2 | -3
Cc1cccc(CCN2C(Nc3ccccc3)=NC[C@@H]2CC(C)C)c1 | -6 | 6 | 8 | 10 | 0.2 | 3 | -9 | 0 | 2 | 5
CC1(C)CN=C(NC2CCCCC2)S1 | -2 | 1 | -2 | 5 | 0.4 | -4 | -16 | 3 | 0 | 2
O=C(C[C@H]1C/C=C\C[C@H](NC(=O)OCC2c3ccccc3-c3ccccc32)C(=O)O[C@@H](c2ccccc2)CNC1=O)NCCO | -4 | -1 | 5 | 7 | -0.5 | 1 | 7 | -6 | 1 | -3
COc1ccc(N2CCN(C(=O)CNC(=O)c3cccc(Br)c3)CC2)cc1 | 0 | 1 | -6 | 0 | -0.7 | -3 | 1 | -1 | -6 | 0
CCCCc1c(-c2ccccc2OC)ncn1Cc1ccc(Cl)cc1 | 3 | -1 | -6 | 5 | 0.1 | -8 | 6 | 1 | -3 | -1
Cc1cccc(NC(=O)CN2C(=O)N/C(=C\c3ccc(N4CCOCC4)cc3)C2=O)c1 | -4 | 3 | 0 | 0 | -1.7 | -4 | -1 | -29 | 0 | -28
COc1ccc(OCc2cc(C(=O)N3CCN(C4CCCC4)CC3)no2)c(Cl)c1 | 6 | -1 | -8 | 2 | -0.2 | 3 | -13 | -6 | 4 | 4
CCN(CC(=O)Nc1cccc(S(=O)(=O)N(C)c2ccccc2)c1)Cc1ccccc1 | -3 | 10 | 4 | -7 | -0.5 | 3 | 10 | -4 | -3 | 1
CCOC(=O)c1sc(NC(=O)Cc2ccc(F)cc2)nc1C | 0 | -1 | -7 | 10 | -0.2 | -1 | -4 | -2 | -4 | 0
CCOC(=O)CSc1n[nH]c(NC(=O)c2ccccc2)n1 | -5 | 3 | 2 | 7 | 0.0 | 3 | -5 | -3 | -3 | 0
CCCCC1(C)OC(=O)C(=Cc2ccc(SC)cc2)C(=O)O1 (stereo unspecified) | 0 | 1 | 2 | -8 | 0.2 | 1 | 8 | 1 | -4 | 0
O=C(NCCc1ccc2c(c1)OCO2)c1cc(-c2ccccc2)c(N2CCOCC2)s1 | 0 | 1 | 0 | x | -0.9 | 0 | x | -7 | -9 | -5
Cc1ccc(C)c(CC(=O)N2CCCC(c3cc(C(=O)Nc4ccc5c(c4)OCO5)no3)C2)c1 (stereo unspecified) | -4 | -1 | 5 | -6 | 0.9 | 4 | -12 | 0 | 0 | 2
CCOC(=O)CN(c1ccccc1)S(=O)(=O)c1ccc(F)cc1 | 1 | 3 | -1 | 6 | -1.3 | 0 | -5 | 1 | -8 | 5
O=C(N=Nc1c(O)[nH]c2ccc([N+](=O)[O-])cc12)c1cc(-c2ccccc2Cl)nc2ccccc12 | -1 | -1 | 1 | 2 | -0.5 | 7 | -7 | 2 | 2 | 0
O=c1[nH]c2ccc([N+](=O)[O-])cc2[nH]1 | 0 | -2 | -3 | 6 | 0.2 | 12 | 3 | 6 | -1 | 0
COCCN(Cc1ccccc1)C(=O)c1cccc(S(=O)(=O)N(C)c2c(C)n(C)n(-c3ccccc3)c2=O)c1 | 0 | 0 | 4 | -7 | -0.3 | -5 | -6 | -7 | -1 | 3
N#Cc1ccccc1NC(=O)CSc1n[nH]c(=O)n1C1CC1 | -8 | 2 | 0 | -4 | 0.1 | -2 | 2 | -1 | 4 | 0
c1ccc(CCNC2=NCCS2)cc1 | -3 | -2 | -2 | -11 | 0.6 | -9 | 0 | -1 | 2 | -2
CCOC(=O)N1CCC(NC(=O)c2ccc(CS(=O)(=O)c3ccccc3C)o2)CC1 | -2 | 0 | -2 | 4 | -0.5 | 11 | 10 | 2 | 7 | -4
CCCc1cc(=O)[nH]c(SCc2ccc(C#N)cc2)n1 | -1 | 1 | -3 | 1 | 0.1 | 10 | -7 | 1 | -1 | 2
Cc1cnc(C(=O)OCC(=O)Nc2cccc(S(=O)(=O)N3CCOCC3)c2)cn1 | 0 | -1 | 0 | 0 | -0.6 | 1 | -5 | 1 | 2 | 0
CC(=NNC(=O)CSCC(=O)NN=C(C)c1ccccc1)c1ccccc1 | -3 | -3 | -2 | -9 | 0.7 | -2 | 2 | -1 | 4 | -1
Cc1ccc(S(=O)(=O)Cc2ccc(C(=O)N3CCc4ccccc4C3)o2)cc1 | 1 | 6 | -3 | 0 | -0.2 | 1 | 8 | -8 | -8 | -5
O=C(c1cccs1)N(Cc1cc2ccccc2[nH]c1=O)c1ccccc1 | -3 | 8 | 4 | 11 | 0.5 | -3 | -6 | 0 | 4 | 1
CCN(CC)c1nc(N2CCOCC2)nc2ccccc12 | -9 | -2 | 4 | -7 | -0.2 | 5 | -4 | -58 | -3 | -39
Cc1ccc(NNC(=O)c2c(F)cccc2Cl)cc1C | -2 | 1 | -2 | 14 | 0.6 | -4 | 6 | -1 | 0 | 4
COC(=O)[C@]12C[C@H](CC(=O)NCC34CC5CC(CC(C5)C3)C4)C(=O)N(Cc3ccccc3)C1=C[C@H](C(C)(C)C)O[C@@H]2C | 1 | -2 | -2 | -5 | 0.0 | -7 | 13 | 3 | 8 | 1
COc1ccc(N(C(=O)c2snc(C(N)=O)c2N)C(C(=O)NCc2ccc(F)cc2)c2ccc(O)cc2)cc1 (stereo unspecified) | -11 | -1 | -5 | 7 | 0.2 | 2 | 17 | -64 | -4 | -34
COc1ccc(CCNC(=O)c2cc(S(=O)(=O)N3CCOCC3)ccc2F)cc1 | -2 | 0 | -2 | -17 | 0.2 | 4 | 0 | -7 | -10 | -3

Twelve compounds out of the list, ordered by count of non-hydrogen atoms, lowest first.
SMILES | ADAM17 inh | UHRF1 MBD2 ctr | MBD2 DNA inh | ARFGAP1 inhibitor | proKLK7 act | Tn7 DDE FP | ASAP1 inh | PLC-beta3 inh | DDE Tn6 FP inh | PLCg1 inh
CC1(C)CN=C(NC2CCCCC2)S1 | -2 | 1 | -2 | 5 | 0.4 | -4 | -16 | 3 | 0 | 2
Cc1ccc(NNC(=O)c2c(F)cccc2Cl)cc1C | -2 | 1 | -2 | 14 | 0.6 | -4 | 6 | -1 | 0 | 4
CCN(CC)c1nc(N2CCOCC2)nc2ccccc12 | -9 | -2 | 4 | -7 | -0.2 | 5 | -4 | -58 | -3 | -39
O=c1ccc2cc(S(=O)(=O)Nc3ccc(Br)cc3)ccc2o1 | -2 | 4 | 2 | 3 | -0.3 | 3 | 3 | -1 | -5 | 2
O=C(CCCn1c(=S)[nH]c2ccccc2c1=O)NCc1ccco1 | -4 | -1 | -2 | 2 | 0.1 | 1 | -1 | 4 | -2 | 6
Nn1c(COc2ccccc2F)nnc1SCC(=O)NC1CCCC1 | 2 | -4 | -9 | 1 | 0.2 | 4 | -7 | -6 | 9 | -2
O=C(c1cccs1)N(Cc1cc2ccccc2[nH]c1=O)c1ccccc1 | -3 | 8 | 4 | 11 | 0.5 | -3 | -6 | 0 | 4 | 1
COc1ccc(N2CCN(C(=O)CNC(=O)c3cccc(Br)c3)CC2)cc1 | 0 | 1 | -6 | 0 | -0.7 | -3 | 1 | -1 | -6 | 0
Cc1cc(C)cc(NC(=O)CSc2nnc(CNC(=O)c3ccco3)n2C)c1 | -5 | -1 | 0 | 14 | 0.0 | -5 | -1 | -6 | -10 | 1
COc1ccc(CCNC(=O)c2cc(S(=O)(=O)N3CCOCC3)ccc2F)cc1 | -2 | 0 | -2 | -17 | 0.2 | 4 | 0 | -7 | -10 | -3
O=C(NCCc1ccc2c(c1)OCO2)c1cc(-c2ccccc2)c(N2CCOCC2)s1 | 0 | 1 | 0 | x | -0.9 | 0 | x | -7 | -9 | -5
COCCN(Cc1ccccc1)C(=O)c1cccc(S(=O)(=O)N(C)c2c(C)n(C)n(-c3ccccc3)c2=O)c1 | 0 | 0 | 4 | -7 | -0.3 | -5 | -6 | -7 | -1 | 3

Hits appear at their usual frequency. Share with any hit: about 4.1%.
